Screens: PubChem, several laboratories
XIAP antagonists: small molecules displacing peptide from XIAP – biochemical, IAP family, fluorescence polarization (AID 1018). XIAP BIR domain, fluorescence polarization peptide displacement; higher % means a stronger effect. displacement, % at 20 µM, or IC50 in µM where a hit was titrated. 0.007% of 200,000 active; in the data active = displacement above about 50%; note: a part of the inactive calls stands beside numbers as strong as those of hits
Siah-1 displacement: Siah-1 peptide-binding antagonists, primary screen, biochemical, fluorescence polarization, rhodamine-plectin, uHTS (AID 1817). Siah-1 / rhodamine-plectin peptide fluorescence polarization; higher % means a stronger effect. displacement, % at 20 µM, or IC50 in µM where a hit was titrated. 0.02% of 290,000 active;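 active = displacement of at least 50% at 20 µM, with a fluorescence ratio check between 0.3 and a set limit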;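 note: plate controls were Siah plus tracer with DMSO for no effect and tracer alone without Siah for full effect; strong numbers were not always called active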
NS5 inhibitors: Dengue-2 NS5 methyltransferase inhibitors, primary screen, biochemical, confirmation dose response (AID 588689); 0.3% of 340,000 active; inhibition, % at 25 µM; hits with a dose series show IC50 in µM; Dengue-2 NS5 methyltransferase capping enzyme assay, biochemical; higher % means a stronger effect; in the data active = a potency from the dose series; inconclusive = inhibition above about 29% without an active follow-up result
RSV CPE inhibition: inhibition of RSV-induced cytopathic effect – HEp-2 cells, primary 10 µM value included (AID 2391) | 0.13% of 310,000 active | HEp-2 cells, RSV-induced CPE inhibition; higher % means a stronger effect | one-dose CPE inhibition, % at 10 µM; IC50 in µM for titrated hits; in the data active = a potency from the dose series; inconclusive = CPE inhibition mostly from about 23% at the one dose, without a potency; inactive = the rest, 99 in 100 with CPE inhibition below about 21%; note: strong numbers were not always called active
Rac1 GTP hydrolysis: MgcRacGAP GTPase-activating activity inhibitors, confirmation, biochemical, ADP Hunter fluorescence; MgcRacGAP-stimulated Rac1 GTP hydrolysis, ADP Hunter fluorescence; higher % means a stronger effect; GST-tagged Rac1 F28L mutant substrate; inhibition, % at 30 µM; hits with a dose series show IC50 in µM; 0.6% of 340,000 active;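 active = first-screen hits whose inhibition reached a set limit at any dose in the follow-up dose series; inconclusive = inhibition above the set first-screen limit but never retested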;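 note: fluorescence reports GDP produced by GAP-driven GTP hydrolysis; strong numbers were not always called active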
Large T inhibition: TAg ATPase/helicase activity blockers – biochemical (AID 1903); 0.39% of 310,000 active; one-dose inhibition, % at 20 µM; IC50 in µM for titrated hits; SV40 large T antigen ATPase/helicase inhibition assay; higher % means a stronger effect; in the data active = a potency from the dose series; inconclusive = inhibition mostly from about 32% at the one dose, without a potency; inactive = the rest, 99 in 100 with inhibition below about 32%; note: strong numbers were not always called active
AID2073: disruptors of CaV2.2 binding to Mint1 – biochemical, HTRF (AID 2073) | 0.19% of 290,000 active | HTRF protein-protein interaction, Mint1-CaV2.2; higher % means a stronger effect | inhibition, % at 20 µM; hits with a dose series show IC50 in µM; in the data active = inhibition mostly above about 51%, no sharp cut-off; inconclusive = no clear call, values can overlap the other calls; inactive = mostly below about 53%; note: some results filed as inactive read as strong as hits
HIV fusion peptide: inhibitors of HIV fusion peptide binding, primary screen, biochemical, uHTS, fluorescence dequenching (AID 1986); cell-free peptide binding, fluorescence dequenching, 30 min; higher % means a stronger effect; 0.3% of 290,000 active; inhibition, % at 20 µM, or IC50 in µM where a hit was titrated; in the data active = inhibition mostly above about 52%, no sharp cut-off; inactive = mostly below about 76%; note: some results filed as inactive read as strong as hits
LYP phosphatase: inhibitors of LYP phosphatase, biochemical, fluorescence intensity, uHTS (AID 1779); inhibition, % at 11.5 µM; hits with a dose series show IC50 in µM; recombinant LYP phosphatase, fluorescence intensity; higher % means a stronger effect; 0.054% of 290,000 active; in the data active = inhibition above about 50%;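 note: plate controls were vehicle with enzyme for no effect and no enzyme for full effect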
NS5 inhibitors pilot replicate: also measured in NS5 inhibitors; calls as there; inhibition, %; measured here: pilot screen replicate inhibition
* hit, by the source's call; u = inconclusive; x = no result given; & = joins results of further samples. Outcome played no part in choosing rows (roughly 1.7% active in at least one column).

SMILES | XIAP antagonists | Siah-1 displacement | NS5 inhibitors | RSV CPE inhibition | Rac1 GTP hydrolysis | Large T inhibition | AID2073 | HIV fusion peptide | LYP phosphatase | others
CC1CCN(S(=O)(=O)c2ccc3c(ccn3CCC(=O)N3CCCCC3)c2)CC1 | x | 0% | 1% | -0.1% | -1% | 3% | 0% | 0.4% | -3%
COc1cc2[nH]ccc(=O)c2cc1OC | -8.9% | 4% | -2% | 0.4% | 1% | 8% | 4% | -0.6% | -2%
CN1CCNC(=O)C1CC(=O)O (stereo not drawn) | -23% | -2% | -3% | 1.4% | 4% | 18% | 9% | 1.5% | -2%
Cc1sc(NC(=O)c2cccs2)c(C(N)=O)c1C | -6.5% | -2% | -8% | 11% | 19% | 18% | 34% | -1.6% | 1%
N#Cc1cccc(S(=O)(=O)Nc2c(NC3CCCCC3)c3ccccc3oc2=O)c1 | x | 2% | -15% | 7.2% | 10% | 16% | 17% | -0.3% | 1%
CCOc1ccc(C2CC(c3cccc(C)c3)n3nc(N)nc3N2)cc1 (stereo not drawn) | -0.2% | 1% | 0% | 2.9% | -13% | 4% | 7% | -1.7% | 4%
O=C(NCc1ccco1)c1cc(S(=O)(=O)N2CCCc3ccccc32)ccc1Cl | -7.0% | -1% | -16% | 1.0% | 4% | 34% | -5% | 1.2% | -5%
Cc1ccc(-c2nnc3sc(CCc4ccccc4)nn23)cc1 | -8.8% | -7% | -6% | 2.5% | 7% | 7% | -25% | -2.7% | 4%
COc1ccc(N(CC(=O)N2CCN(Cc3ccccc3)CC2)S(C)(=O)=O)c(OC)c1 | x | -1% | 2% | 1.5% | 8% | 5% | 3% | 1.2% | -8%
Cc1ccc(-n2nc3c(c2NC(=O)c2ccccc2Br)CS(=O)C3)cc1 (stereo not drawn) | 0.3% | 0% | -3% | 2.2% | 9% | 10% | -4% | 1.1% | -1%
CCCCn1c(=O)n(CC(O)c2ccccc2)c(=O)c2c1ncn2C1CCCC1 (stereo not drawn) | -2.7% | -5% | -6% | 0.7% | 3% | 6% | -9% | -1.3% | -7%
COc1ccccc1N1C(=O)C2C(C(=O)c3ccccc3)=NN(c3ccccc3OC)C2C1=O (stereo not drawn) | x | -1% | -14% | x | 11% | 4% | u | 60% | 5%
CN1CCC2(CC1)C1CN(C)CC=C1C(C#N)=C(N)C2(C#N)C#N (stereo not drawn) | -11%&-7.1% | 8%&2% | u | 0.2%&-0.4% | 6%&5% | 18%&6% | 2%&-8% | 103%* | 2%&-5%
Cc1ccc(CN2CCC(C(=O)Nc3ccc(Oc4cccnc4)cc3)CC2)cc1 | x | 8% | -10% | x | 4% | x | 12% | -0.7% | -7%
C=CCn1c(CNc2ccccc2)nnc1SCC(=O)N/N=C/c1ccc(O)cc1O | -2.8% | -4% | 4% | 4.7% | 69µM* | >100µM* | -12% | 1.7% | -6%
CCCCn1c(N)c(N(CCC(C)C)C(=O)c2cc(S(=O)(=O)N3CCOCC3)ccc2F)c(=O)[nH]c1=O | x | x | -6% | 0.1% | 1% | 15% | x | x | x
Oc1ccc(O)c(Cc2nc3ccccc3s2)c1 | -10% | 1% | -2% | -1.5% | 21% | 32% | -16% | -1.9% | -3%
CC1CN(S(=O)(=O)c2ccc(F)cc2)CN1C(=O)N1CCOCC1 (stereo not drawn) | x | 4% | -4% | 1.2% | 6% | 6% | 11% | 0.5% | -3%
COCCCn1c(=N)c(C(N)=S)cc2c(=O)n3cccc(C)c3nc21 | x | x | -7% | -1.6% | 10% | 34% | x | x | x
CCOC(=O)Cc1c(C)nc2cc(-c3ccc(C)cc3)[nH]n2c1=O | -17% | 0% | 6% | 4.2% | 4% | 11% | 7% | 0.2% | 4%
O=C(Nc1ccc2nc(-c3ccco3)[nH]c2c1)c1cccs1 | -7.2% | 11% | -5% | -0.1% | 7% | 3% | 41% | 19% | -1%
O=C(c1ccc(F)cc1)N1CCN=C1c1ccccc1 | -7.2% | 4% | 1% | 1.5% | 7% | 11% | 16% | -0.9% | -6%
Cc1ccc(N/C(SCc2ccccc2C)=C(/C#N)C(=O)NCc2ccco2)cc1C | -4.2% | 1% | 3% | 11% | 4% | -2% | 5% | 0.9% | -2% | NS5 inhibitors pilot replicate=1.2
CC(=O)Nc1cccc(NC(=O)CSc2nccn2Cc2ccccc2)c1 | x | 4% | -8% | 6.9% | 9% | 3% | 6% | -1.3% | -10%
COc1ccc(-c2csc(N(C)C(=O)c3ccco3)n2)cc1 | x | 3% | -5% | 5.5% | 9% | 3% | -2% | -0.7% | -8%

Molecules from the list above that have an NH in an aromatic ring, in the order listed:
SMILES | XIAP antagonists | Siah-1 displacement | NS5 inhibitors | RSV CPE inhibition | Rac1 GTP hydrolysis | Large T inhibition | AID2073 | HIV fusion peptide | LYP phosphatase | others
COc1cc2[nH]ccc(=O)c2cc1OC | -8.9% | 4% | -2% | 0.4% | 1% | 8% | 4% | -0.6% | -2%
CCCCn1c(N)c(N(CCC(C)C)C(=O)c2cc(S(=O)(=O)N3CCOCC3)ccc2F)c(=O)[nH]c1=O | x | x | -6% | 0.1% | 1% | 15% | x | x | x
CCOC(=O)Cc1c(C)nc2cc(-c3ccc(C)cc3)[nH]n2c1=O | -17% | 0% | 6% | 4.2% | 4% | 11% | 7% | 0.2% | 4%
O=C(Nc1ccc2nc(-c3ccco3)[nH]c2c1)c1cccs1 | -7.2% | 11% | -5% | -0.1% | 7% | 3% | 41% | 19% | -1%

Sorted by formula weight (smallest number first): some entries from above.
SMILES | XIAP antagonists | Siah-1 displacement | NS5 inhibitors | RSV CPE inhibition | Rac1 GTP hydrolysis | Large T inhibition | AID2073 | HIV fusion peptide | LYP phosphatase | others
O=C(Nc1ccc2nc(-c3ccco3)[nH]c2c1)c1cccs1 | -7.2% | 11% | -5% | -0.1% | 7% | 3% | 41% | 19% | -1%
CCOC(=O)Cc1c(C)nc2cc(-c3ccc(C)cc3)[nH]n2c1=O | -17% | 0% | 6% | 4.2% | 4% | 11% | 7% | 0.2% | 4%
C=CCn1c(CNc2ccccc2)nnc1SCC(=O)N/N=C/c1ccc(O)cc1O | -2.8% | -4% | 4% | 4.7% | 69µM* | >100µM* | -12% | 1.7% | -6%

Remaining list, next part
SMILES | XIAP antagonists | Siah-1 displacement | NS5 inhibitors | RSV CPE inhibition | Rac1 GTP hydrolysis | Large T inhibition | AID2073 | HIV fusion peptide | LYP phosphatase | others
CCC(=O)N1CCc2cc(Br)cc(S(=O)(=O)N3CCC(C(=O)NC(C)(C)C)CC3)c21 | x | 7% | -2% | 2.4% | 13% | 25% | u | -0.5% | -6%
CCSc1nnc(SCC(=O)N2CCN(C(=O)c3ccco3)CC2)s1 | x | 14% | 2% | 1.6% | 6% | 9% | 0% | -1.5% | -8%
O=C(/C=C/c1c(Cl)cccc1Cl)Nc1ccncc1 | -7.3% | 5% | -8% | 15% | -2% | 9% | -6% | 1.6% | -5%
CC(=O)Nc1ccc(S(=O)(=O)NCCC(=O)Nc2ccc(C)c(F)c2)cc1 | x | 6% | -3% | 1.0% | -3% | 5% | 10% | -0.6% | -7%
O=C(NC(=S)N1CCc2ccccc21)C1CCC1 | -5.7% | 2% | 4% | 1.4% | 4% | 3% | -14% | -1.1% | -7%
CCCn1c(SCC(=O)NCc2ccccc2)n[nH]c1=O | -3.0% | 0% | -5% | -0.4% | -5% | 9% | 0% | 0.7% | 0%
OCCCNc1ncnc2scc(-c3ccc(Cl)cc3)c12 | x | 12% | 4% | 2.8% | 9% | 1% | 1% | 0.0% | -4%
O=C(N/N=C1\SCC(=O)N1CCc1ccccc1)c1cccs1 | -1.1% | 13% | -5% | 0.1% | 0% | x | 0% | 1.5% | -2%
CCCc1cc(=O)[nH]c(SCC(=O)NC)n1 | -6.8% | -1% | 3% | -1.5% | 3% | -5% | 10% | 1.0% | -9%
CC(=O)Nc1ccc(NS(=O)(=O)c2cc(Cl)ccc2Cl)cc1 | x | -3% | -9% | -0.3% | 5% | 7% | 4% | -0.7% | -8%
Cc1ccc(C(=O)NNC(=O)c2ccco2)cc1 | -12% | 1% | -1% | 0.7% | 6% | 4% | 3% | 4.7% | -6%
CCNc1nc(C(=O)O)nc(N2CCOCC2)n1 | -2.6% | 4% | 5% | 0.7% | 4% | -4% | 5% | 0.9% | -5%
Cc1ccc(/C=C/C(=O)OC(C)C(=O)Nc2ncc(Cl)cc2Cl)o1 (stereo not drawn) | -5.0% | -3% | -6% | 2.4% | 5% | 8% | 10% | 2.3% | -9%
CC(C(=O)NC1CCCC1)N(c1ccc(Oc2ccccc2)cc1)S(C)(=O)=O (stereo not drawn) | -2.3% | 14% | -1% | 15% | -13% | 17% | -12% | 2.0% | -3%
Cc1cc(NC(=O)Cc2ccccc2C)no1 | x | -2% | -7% | 1.0% | 5% | 32% | 1% | 1.0% | 1%
O=[N+]([O-])c1ccc(N2CCN(CCOc3nonc3-c3ccccc3)CC2)c(Cl)c1 | -2.4% | 0% | -8% | 6.7% | -2% | -5% | 0% | 0.8% | 1%
c1ccc2c(c1)nc(-c1ccncc1)n2CCNc1nc(CN2CCCCC2)cs1 | x | -3% | 6% | 0.5% | 1% | 16% | -6% | 0.6% | -12%
CCC(C)(C)n1nnnc1C(c1cc2ccc(OC)cc2[nH]c1=O)N1CCN(C2CCCCC2)CC1 (stereo not drawn) | -6.2% | 2% | -7% | -0.3% | 5% | 14% | -4% | -0.1% | -6%
Cc1cnc(CN2CCc3c([nH]c4ccccc34)C2C2CCCCC2)[nH]1 (stereo not drawn) | -3.9% | -1% | -3% | 7.7% | 0% | 4% | -2% | -0.4% | -4%
CCOC(=O)c1nnn(-c2nc(N3CCCC3)nc(N3CCCC3)n2)c1-c1ccccc1 | -1.5% | 7% | -4% | 0.5% | 7% | 1% | -2% | -2.1% | -2%
CCS(=O)(=O)n1nc(-c2ccc(Cl)cc2)nc1N | -8.4% | 1% | -3% | 0.5% | -6% | 18% | 8% | 0.9% | -8%
COCCn1c(=O)[nH]c2cc(C(=O)NCC3CCCO3)ccc2c1=O (stereo not drawn) | -5.3% | 1% | -6% | 0.2% | -2% | -1% | 14% | 5.0% | -6%
Cc1ccsc1/C=N/NC(=O)CNC(=O)c1cccc([N+](=O)[O-])c1C | -8.4% | -9% | 0% | 2.9% | 3% | 5% | 3% | -1.6% | 1%
O=C(N/N=C\c1ccc(-c2ccccc2[N+](=O)[O-])o1)C1COc2cc3ccccc3cc2O1 (stereo not drawn) | -1.8% | -2% | 14% | u | 10% | -8% | -1% | 40% | -6%
Nc1nc(N2CCCCC2)nc2ccccc12 | -5.6% | 3% | -1% | 0.1% | 14% | 0% | 8% | -0.4% | -4%

Quoted at random: two entries already listed, in no set order.
SMILES | XIAP antagonists | Siah-1 displacement | NS5 inhibitors | RSV CPE inhibition | Rac1 GTP hydrolysis | Large T inhibition | AID2073 | HIV fusion peptide | LYP phosphatase | others
O=C(/C=C/c1c(Cl)cccc1Cl)Nc1ccncc1 | -7.3% | 5% | -8% | 15% | -2% | 9% | -6% | 1.6% | -5%
CC(C(=O)NC1CCCC1)N(c1ccc(Oc2ccccc2)cc1)S(C)(=O)=O (stereo not drawn) | -2.3% | 14% | -1% | 15% | -13% | 17% | -12% | 2.0% | -3%
